# S1P4 agonist: activates the human S1P4 receptor. O95977. 0.35% of 220,000 active. activation, % at 4.98 µM. AID 1509. S1P4-expressing cell line, agonist reporter assay; in the data active means activation above about 11%;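 further: 0% = DMSO vehicle and 100% = reference agonist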
# NPY-Y1 antag: NPY-Y1 (human) receptor antagonism; P25929; HEK293-CNG Y1 cells, membrane potential fluorescence; NPY at EC95, then isoproterenol; inhibition, % at 3.6 µM; 1% of 200,000 active; AID 1040;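 active means inhibition above the campaign mean inhibition of all tested compounds plus 3 SD, cut at about 20% in these data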;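 further: 0% = DMSO wells given NPY plus isoproterenol and 100% = isoproterenol alone without NPY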
#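 Material: HEK293 Y1/CNG channel cell line; also added: NPY (25 nM), isoproterenol (1 µM), Ro 20-1724 (25 µM); doses: one concentration, 3.6 µM, in 0.4% DMSO; schedule: compound incubation 1 h at room temperature, readout 45 min post-stimulation; technique: membrane potential fluorescence; measure: fluorescence ratio normalized to % inhibition between controls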
# EP2 antag: blocks the human prostaglandin E2 receptor EP2; C6 glioma cells expressing human EP2, cAMP TR-FRET; cells stimulated with saturating PGE2; P43116; inhibition, % at 25 µM; 0.52% of 260,000 active;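 active means percent inhibition above 40 after rounding to a whole number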;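 further: rat C6 glioma host cells with rolipram phosphodiesterase inhibitor present; the protocol text gives 20 µM as final concentration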
# NPY-Y1 PAM-ag: potentiators or agonists of human neuropeptide Y receptor Y1. activation, % at 3.6 µM. 0.37% of 220,000 active. NPY-Y1 expressing cells, potentiator/agonist activation; in the data active means activation above about 33%, passing the limit was not always enough;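 further: cells stimulated with NPY at EC10 then isoproterenol at EC100; 0% = low agonist plus stimulus and 100% = saturating agonist plus stimulus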
# NPY2 pot ag: human NPY-Y2 potentiation or agonism, primary screen. AID 1359. P49146. activation, % at 3.6 µM. 0.45% of 220,000 active. cells expressing NPY-Y2, potentiator/agonist read-out; in the data active means activation above about 27%;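 further: cells stimulated with NPY near EC25 plus isoproterenol at EC100; 0% = vehicle plus submaximal agonist and 100% = vehicle plus saturating agonist; some results beyond the cut were filed as inactive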
# EP2 modulator: modulates human prostaglandin E2 receptor EP2 signaling. EP2-expressing cells, cAMP HTRF FRET, PGE2 co-stimulation. induction, % at 25 µM. 0.83% of 260,000 active. AID 940;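 active means compounds whose cAMP rise, as percent of the full-agonist control response, exceeds 60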;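 further: rat C6 glioma line stably carrying human EP2 under a CMV promoter; the protocol text gives 20 µM as final concentration; 100% = response of wells given 1 µM PGE2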
# eIF4E 4G PPI: eIF4E/eIF4G interaction inhibition in translation initiation; P63073+Q04637; 0.37% of 220,000 active; inhibition, % at 21.7 µM; TR-FRET eIF4E-eIF4GI(517-606) binding, 2 h;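 active means inhibition above about 30%, limit read from the data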;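 further: 0% = full FRET control wells and 100% = background wells lacking eIF4GI fragment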
# p97 ATPase inh: blocks human p97 ATPase activity; P55072; recombinant p97 ATPase, Kinase-Glo ATP luminescence, 3 h; inhibition, % at 8 µM; 0.42% of 220,000 active; in the data active means inhibition above about 15%;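 further: 0% = DMSO vehicle and 100% = wells lacking enzyme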
# S1P4 antag: antagonists of human S1P4 receptor; 0.26% of 220,000 active; S1P4-expressing cells, antagonist mode, reporter read-out; AID 1510; inhibition, % at 4.98 µM; in the data active means inhibition above about 29%;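 further: 0% = wells stimulated with agonist and 100% = vehicle wells without agonist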
# * = called active by the depositor; / = not tested or not shown; & = joins results of further samples; [ ] = remark or other dose. An excerpt, so the mix of outcomes need not match the whole.
SMILES,S1P4 agonist,NPY-Y1 antag,EP2 antag,NPY-Y1 PAM-ag,NPY2 pot ag,EP2 modulator,eIF4E 4G PPI,p97 ATPase inh,S1P4 antag
CC(NC(N)=O)C(=O)Nc1ccc(Cl)c(S(=O)(=O)Nc2ccc(Cl)cc2)c1 (stereo unspecified),-0.1,-0.1,6.7,-10.8,-9.1,22.5,2.9,-3.1,-7.8
O=C(Nc1ccccc1-c1ccccc1)c1ccc(Br)o1,0.4,19.8,7.8,-62.5,-39.0,57.4,1.0,-8.1,-12.2
CCc1ccccc1N(C(C)=O)c1nc(CCl)cs1,1.9,-1.7,8.4,0.4,-8.0,42.0,-0.5,3.3,-15.2
O=C(Nc1ccc(OC(F)(F)F)cc1)Nc1cccnc1,-1.0,/,10.6,11.3,6.4,-15.1,-5.5,1.9,5.4
Cc1cc(F)ccc1S(=O)(=O)Nc1ccccc1C(=O)NCc1ccccn1,2.1,5.7,3.2,-15.9,-11.3,-18.5,2.3,-8.7,-6.0
O=C(/C=C/c1ccc(O)cc1)c1ccccc1,-0.7,/,6.1,25.1,2.3,-24.7,0.7,7.3,7.0
CCOC(=O)c1cccnc1SCC(=O)Nc1ccc(C)cc1,0.3,-2.0,6.7,-11.6,-28.7,-35.6,3.4,5.3,-0.7
CCN(CC)C(=O)C(=O)N/N=C/c1ccc(Cl)cc1Cl,1.8,1.9,6.7,8.2,2.2,18.0,0.3,1.2,-15.3
COc1ccccc1NC(=S)NCc1cccs1,0.0,-0.2,5.0,22.7,15.9,3.0,20.3,4.7,-2.0
COc1ccc(CC(=O)n2nc(-c3ccc(Cl)cc3)nc2NCc2ccco2)cc1,-1.3,-1.5,4.2,20.3,-0.3,27.5,-3.4,1.2,-2.4
COc1ccc(C2=NN(S(C)(=O)=O)C(c3ccc4nccnc4c3)C2)cc1 (stereo unspecified),1.7,-1.1,12.1&4.9,4.2,-2.6,-43.7&-17.3,7.2,1.3,-23.2
CCOC(=O)c1ccc(NC(=O)Nc2ccc(OC)c(OC)c2)cc1,1.5,-1.0,16.1,2.4,4.4,-13.3,4.8,-2.9,-22.6
Cc1nc(N2CCOCC2)[nH]c(=O)c1[N+](=O)[O-],0.4,/,4.2,21.2,1.0,-15.5,-1.2,0.8,-17.2
COc1ccc(C(c2c(O)cc(C)oc2=O)c2c(O)cc(C)oc2=O)cc1,0.4,-2.4,3.7,12.1,7.8,4.3,0.6,2.6,-6.2
Cc1ccc(S(=O)(=O)N2CCOCC2)cc1C(=O)N1c2ccccc2Sc2ccccc21,-2.9,1.4,19.0,-7.5,-5.8,47.8,11.4,2.5,-12.5
Cc1nnc(NC(=O)CSc2ccccn2)s1,0.7,2.6,5.6,-7.4,12.4,-8.2,-3.6,6.5,-0.2
CCSc1nc(NCCN(C)C)c2c3c(sc2n1)COC(C)(CC)C3 (stereo unspecified),0.8,/,12.1,-15.5,-2.8,-38.6,-2.4,6.6,-11.2
Cc1ncsc1CCOC(=O)C12CC3CC(CC(C3)C1)C2,1.5,1.3,5.5,10.1,15.8,-3.1,-6.8,-3.5,1.9
CC1CC(C)(C)CC2(C1)NC(=S)N(c1ccccc1)N2 (stereo unspecified),-0.6,-8.7,3.8,-18.3,-1.7,24.8,1.2,2.7,4.7
C=CCOc1ccc(CNn2cn[nH]c2=S)cc1,-0.5,4.5,7.2,-21.5,-19.1,1.8,7.8,-2.2,3.1
Cc1ccccc1N(C)S(=O)(=O)c1ccc2[nH]cc(C(=O)NCC3CCCO3)c(=O)c2c1 (stereo unspecified),-1.0,1.4,10.9,-7.3,8.3,5.1,13.7,0.5,-18.7
Cc1ccc(S(=O)(=O)NCc2cn3c(C)csc3n2)cc1,-0.6,4.2,12.2,-8.1,7.5,11.8,-0.6,-1.8,11.4
COC(=O)c1cc(C#N)c(N2CC(C)OC(C)C2)nc1C (stereo unspecified),0.6,3.7,11.6,-8.4,-14.4,22.3,0.1,-1.2,-31.7
CCOc1ccc(NC(=O)c2ccc(CC)s2)c([N+](=O)[O-])c1,-0.7,1.6,10.8,4.2,0.9,3.7,-2.7,-0.7,-3.5
O=C(c1cnccn1)N(Cc1ccco1)C1(C(=O)NC2CCCC2)CCCCC1,-0.6,41.6*,7.0,4.2,-2.8,16.8,1.4[fluorescence artefact?],-6.8,9.5
O=C(C1CCCCC1)N1CCN(c2ncccn2)CC1,-0.7,2.7,5.8,-2.5,-10.2,-1.2,-3.8,1.7,-3.1
CCCc1[nH][nH]c(=O)c1C(c1cccc(Cl)c1)C(C#N)C#N (stereo unspecified),-1.9,50.4*,13.7&9.2,-28.6,-7.6,-16.9&-94.0,-0.5,-2.5,-5.4
COc1ccc(C(=O)CCC(=O)Nc2cccc(Cl)c2)cc1,-2.0,6.1,3.6,-23.8,-19.3,-78.0,2.8,-5.7,-1.1
O=C(NCCCCC(NC(=O)C1CCCCC1)C(=O)O)c1ccccc1 (stereo unspecified),2.6,6.5,6.0,-17.8,3.7,22.9,1.7,6.9,-0.9
Cc1cccc(C(=O)NC(=S)NCc2cccnc2)c1,-0.1,-1.6,8.3,-4.3,10.7,-35.8,-3.3,3.9,-11.2
Cc1ccc[n+](CC(=O)N2CCCCC2)c1C,-1.0,/,4.6,11.7,6.6,5.9,-1.7,7.1,4.0
CCOC(=O)c1cc2c(=O)n3cccc(C)c3nc2n(CCOC)c1=NC(=O)c1ccncc1,1.4,2.9,/,-36.0,9.7,/,/,7.2,-12.6
NC(=O)CC[C@@H]1NC(=O)[C@@H]2CCCN2C(=O)c2cc([N+](=O)[O-])cc(F)c2NCCC[C@@H](C(N)=O)NC1=O,1.2,6.5,18.9,-7.3,12.9,14.3,-0.4,5.4,2.1
CCC(C(=O)OCC(=O)Nc1c(Cl)cc(Cl)cc1Cl)c1ccccc1 (stereo unspecified),3.7,3.5,6.6,-23.0,0.3,19.8,1.1[fluorescence artefact?],-1.1,-19.6
O=C(NCc1ccccc1)c1c(F)c(F)c(F)c(F)c1F,-1.5,-6.2,13.8,-5.6,-13.0,-7.1,-5.6[fluorescence artefact?],-1.0,-13.4
Cc1ccc(CCNc2ccccc2C)cn1,0.8,4.6,11.3,-15.5,1.2,23.0,2.3,4.4,-7.4
COC(=O)c1ccccc1NC(=O)c1nc2nc(C)cc(C(F)F)n2n1,2.2,-0.2,-7.7,-4.3,5.5,1.9,-2.8,1.8,-9.1
CC(C)OC(=O)C1CC(C)(O)C(=O)C(C(=O)OC(C)C)C1c1ccc([N+](=O)[O-])cc1 (stereo unspecified),-1.4,8.7,10.5,-7.1,-4.8,5.0,2.4,-2.1,-2.2
CSCCC(NS(=O)(=O)c1ccc2[nH]c(=O)c(=O)[nH]c2c1)C(=O)O (stereo unspecified),1.0,1.4,3.0,-8.8,-8.3,10.9,5.5,6.5,-5.1
Cc1c(NC(=O)/C=C/c2cccs2)c(=O)n(-c2ccccc2)n1C,-0.7,4.4,-1.0,-19.3,0.8,13.9,-1.9,-3.5,0.6
CCC(C(=O)Nc1ccccc1C(=O)N1CCOCC1)N1C(=O)c2ccccc2C1=O (stereo unspecified),-3.4,-0.3,8.7,-7.2,-7.0,-8.1,3.3,4.5,-3.6
Cc1cc(NC(NC(=O)c2ccco2)(C(F)(F)F)C(F)(F)F)no1,-4.1,-5.1,2.3,16.5,2.7,-2.4,-3.1,-7.8,-2.0
Oc1oc(-c2ccccc2Br)nc1C=Nc1ccc(Br)cn1,1.0,-4.8,0.8,11.8,10.6,-34.6,19.1,4.0,-17.9
CCOc1cccc(OCCOc2ccc(C(=O)c3ccccc3)cc2)c1,0.5,6.2,2.5,-19.9,-1.4,36.9,14.3,-1.2,5.0
CN(C(=O)c1c(Cl)cnn1C)C12CC3CC(CC(C3)C1)C2,-1.1,4.2,10.8,8.3,7.8,27.0,-6.7,-4.3,-7.6
NS(=O)(=O)c1ccc(NC(=O)/C=C/c2cn(-c3ccccc3)nc2-c2cccc(Cl)c2)cc1,2.5,-10.4,2.8,23.4,11.6,16.5,1.1,3.1,-11.5
CN1CCN(C(=O)c2ccc(CN(c3ccccc3)S(=O)(=O)c3ccccc3)cc2)CC1,1.6,3.8,2.4,3.1,-17.9,12.7,-0.1,-3.6,-1.1
CCCCC(=O)NC(=S)NNC(=O)CCc1ccccc1,1.4,/,5.0,-27.4,-18.7,-12.0,-13.9,-3.6,-7.9
CCn1c(SCCC(=O)O)nnc1-c1cccnc1,0.0,0.5,12.5,2.8,-1.9,8.6,5.2,4.0,-13.8
O=C(N/N=C/c1coc2ccccc2c1=O)c1cc2ccccc2o1,-1.0,5.5,5.7,-36.6,-4.4,-1.1,0.8,0.3,-8.7

# Gathered by group: the entries above containing two or more sulfur atoms.
SMILES,S1P4 agonist,NPY-Y1 antag,EP2 antag,NPY-Y1 PAM-ag,NPY2 pot ag,EP2 modulator,eIF4E 4G PPI,p97 ATPase inh,S1P4 antag
COc1ccccc1NC(=S)NCc1cccs1,0.0,-0.2,5.0,22.7,15.9,3.0,20.3,4.7,-2.0
Cc1ccc(S(=O)(=O)N2CCOCC2)cc1C(=O)N1c2ccccc2Sc2ccccc21,-2.9,1.4,19.0,-7.5,-5.8,47.8,11.4,2.5,-12.5
Cc1nnc(NC(=O)CSc2ccccn2)s1,0.7,2.6,5.6,-7.4,12.4,-8.2,-3.6,6.5,-0.2
CCSc1nc(NCCN(C)C)c2c3c(sc2n1)COC(C)(CC)C3 (stereo unspecified),0.8,/,12.1,-15.5,-2.8,-38.6,-2.4,6.6,-11.2
Cc1ccc(S(=O)(=O)NCc2cn3c(C)csc3n2)cc1,-0.6,4.2,12.2,-8.1,7.5,11.8,-0.6,-1.8,11.4
CSCCC(NS(=O)(=O)c1ccc2[nH]c(=O)c(=O)[nH]c2c1)C(=O)O (stereo unspecified),1.0,1.4,3.0,-8.8,-8.3,10.9,5.5,6.5,-5.1
